High-throughput results: PubChem BioAssay, National Center for Advancing Translational Sciences (NCATS)
ATXN2 expr inh – inhibitors of ATXN2 expression; 360,000 tested, 0.72% active; Potency, µM (doses to about 57 µM), for the others: top-dose activity change, negative = inhibition, actives largely listed as inhibitors; HEK-293 ATXN2-luciferase reporter, luminescence, 24 h; further: potency means the concentration at half of the fitted maximal effect; on the % scale 0 is the no-effect control and ±100 the full control effect; nearly all actives have a fitted effect of over 55% in size
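ATXN2-luciferase reporter cells (luciferase flanked by upstream and downstream ATXN2 gene portions) were treated 24 h at 37 °C with compounds at up to 57 uM. SteadyGlo luminescence gave expression; GF-AFC fluorescence gave viability.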
IL1B secr inh – blocks inflammasome-driven IL-1 beta release | THP-1 LPS/ATP IL-1B secretion, AlphaLISA, 16 h; stronger effect = lower value | activity change, % at 57.5 µM | 360,000 tested, 4.7% active | AID 743279; in the data active means activity change below about -50%; inconclusive means mostly about -30% to -49%; further: on the % scale 0 is the no-effect control and ±100 the full control effect
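Secreted IL-1B measured by AlphaLISA bead assay after 16 h compound exposure of THP-1 cells; compounds (final up to 57.5 uM) added 1 h before LPS (250 ng/mL) and ATP (1.25 mM) stimulation; lower signal means less secretion.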
SW480 rerep – inducers of DNA re-replication in SW480 colon cancer cells; SW480 DNA re-replication, Hoechst DNA content imaging, 48 h; Potency, µM (highest dose often 46.1 µM), without a hit: at the top dose re-replication activation, hits mostly activators; 340,000 tested, 1.8% active; AID 624297; further: potency means the concentration at half of the fitted maximal effect; % of control where 0% means no effect; nearly all actives have a fitted effect of over 55% in size
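Hoechst fluorescence of nuclei (405 nm excitation, 500-530 nm emission) measured by plate-scanning imager after 48 hr compound exposure at 37 C; re-replication scored as increased number of nuclei with elevated intensity.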
KB-3-1 tox – KB-3-1 parental cell cytotoxicity; KB-3-1 viability, CellTiter-Glo ATP luminescence, 72 h; Potency, µM (highest dose often 46.1 µM), inactives show at the highest dose activity change, negative = cytotoxic, most hits filed as cytotoxic; 400,000 tested, 1.4% active; AID 1347075; further: potency means the concentration at half of the fitted maximal effect; on the % scale 0 is the no-effect control and ±100 the full control effect; nearly all actives have a fitted effect of over 60% in size
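72 h, 37 °C compound treatment of KB-3-1 parental cells; CellTiter-Glo added, 10 min, luminescence read. Data corrected against DMSO-only plates and normalized before curve fitting.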
HT1080 IDH1KD tx – HT-1080 IDH1 knockdown cell toxicity (counter line). 360,000 tested, 2% active. HT-1080 IDH1 knockdown viability, ATP luminescence, 48 h. AID 686971. Potency, µM (titrated, usually from 46.1 µM), for inactives: top-dose activity, negative = toxicity, usual class: cytotoxic;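 further: potency means the concentration at half of the fitted maximal effect; 0% = DMSO wells and -100% = cell-free medium wells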
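HT-1080-IDH1KD cells (IDH1 knocked down), 750/well in RPMI with 5% FBS, treated with compound 48 h at 37 degrees C. Viability by CellTiter-Glo luminescence, normalised to DMSO and no-cell wells; concentration-response curves classed.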
HT1080NT lethal – kills 2HG-producing HT-1080-NT fibrosarcoma cells. AID 686970. HT-1080-NT fibrosarcoma viability, CellTiter-Glo ATP luminescence, 48 h. 360,000 tested, 1.6% active. Potency, µM (top dose mostly 46.1 µM), inactives show at the top dose activity, negative = less viability, usual class: cytotoxic;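 further: NT is the 2HG producing partner of a matched IDH1 knockdown line; potency means the concentration at half of the fitted maximal effect; 0% = DMSO-treated cells and -100% = media-only wells without cells; nearly all actives have a fitted effect of over 55% in size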
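Compounds were tested in concentration-response format on HT-1080-NT cells for 48 hours at 37 degrees C. Cell viability came from CellTiter-Glo luminescence; curves were classified by r2, response magnitude and activity.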
MCF10A rereplic – DNA re-replication induction in MCF 10a cells | 350,000 tested, 2.9% active | Potency, µM (titrated, usually from 46.1 µM), without a hit: at the top dose activity, positive = re-replication, hits mostly activators | MCF 10A DNA re-replication, Hoechst nuclear intensity, 48 h; further: potency means the concentration at half of the fitted maximal effect; % of control where 0% means no effect; nearly all actives have a fitted effect of over 50% in size
HepG2 tox – counter-screen for TGF-b inhibitors: cytotoxicity in HepG2 cells | HepG2 CAGA-GFP viability, ATP luminescence, 18 h | Potency, µM (titrated, usually from 46.1 µM), inactives show at the top dose activity change, negative = cytotoxicity, actives largely listed as cytotoxic | 410,000 tested, 0.76% active; further: potency means the concentration at half of the fitted maximal effect; some results filed as inactive show a strong effect at the top dose
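HepG2 CAGA-GFP cells (1000/well, DMEM with 1% FBS) received compound, then TGF-beta at 500 pg/mL final, and were incubated 18 hours at 37 degrees C. Viability was read by CellTiter-Glo luminescence. Media-only wells were set as complete cell-killing and DMSO as no toxicity.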
ATXN viability – cell viability loss in ATXN counter-screen; S2 cells (HEK-293 line with an ATXN2-luciferase reporter) viability, CellTiter-Fluor protease fluorescence, 24 h; Potency, µM (titrated, usually from 56.7 µM), most hits filed as cytotoxic; 400,000 tested, 0.49% active; further: potency means the concentration at half of the fitted maximal effect; nearly all actives have a fitted effect of over 40% in size
* = called active by the depositor; i = inactive; ? = inconclusive; . = no result given; [ ] = remark or other dose. Unless noted, the call rests on the fitted dose curve; in most records, active means well fitted curve in the direction sought with a large enough effect; inconclusive means small, poorly fitted or top-dose-only effect, or another doubt; inactive means no such curve, though single readings can be large; an effect the other way counts as inactive or inconclusive.

SMILES	ATXN2 expr inh	IL1B secr inh	SW480 rerep	KB-3-1 tox	HT1080 IDH1KD tx	HT1080NT lethal	MCF10A rereplic	HepG2 tox	ATXN viability
O=C(c1cc([N+](=O)[O-])cc([N+](=O)[O-])c1)N(c1ccccn1)c1ccccn1	-3.5%	5.0	-3.5%	7.5%	9.8%	14.1%	-6.8%	11.9%	i
O=C(CCn1cccc1)Nc1ccccc1F	2.9%	-15.7	-1.3%	-0.3%	9.2%	17.5%	2.3%	-9.7%	i
Cc1ccc(/C=N/NC(=O)CSCc2ccc(Cl)cc2)cc1	-35.3%	-8.0	-1.3%	-4.7%	?	?	?	-89.4%	i
CC(C)(C)NC(=O)C(c1ccc(F)cc1)N(CC1CCCO1)C(=O)c1csnn1 (configuration not stated)	-0.7%	7.6	-10.0%	0.2%	2.1%	8.0%	3.1%	2.6%	i
O=C1CSC(c2ccccc2)N1c1ccccc1F (configuration not stated)	.	-3.4	-24.7%	0.0%	0.9%	17.1%	9.1%	5.4%	?
CCn1nnnc1SCC(=O)Nc1ccc(OC)cc1	18.6%	-18.9	-1.5%	-7.5%	9.8%	8.6%	-1.0%	-8.0%	i
C=CCn1cc([N+](=O)[O-])nc1C	5.2%	0.0	-6.9%	0.0%	11.3%	5.2%	8.1%	-6.2%	i
CCOc1cc(C(=O)N(C)c2ccccc2)cc(OCC)c1OCC	1.2%	9.7	-6.5%	0.0%	-2.8%	0.0%	0.3%	1.2%	i
Cc1coc2c(O)cc3c(c12)OC1(N2CCCCC2)C(=O)NCCCC31 (configuration not stated)	-26.7%	-99.3*	7.08µM*	?	?	?	18.4µM*	-96.5%	31.6µM*
CCCCn1c(N)c(N(CCOC)C(=O)CC(NC(=O)c2ccccc2Cl)c2ccccc2)c(=O)[nH]c1=O (configuration not stated)	2.5%	4.2	-11.2%	6.3%	4.9%	7.8%	-6.5%	-7.6%	i
O=C(c1ccc2snnc2c1)N1CCCCC1	-0.3%	9.8	-4.4%	6.8%	7.9%	12.1%	-7.3%	-46.5%	i
CCN(CC)S(=O)(=O)c1ccc(Cl)c(NC(=O)c2ccccc2C)c1	-5.1%	-0.6	15.0%	2.2%	2.5%	-7.9%	2.7%	-0.8%	i
Cc1ccc2[nH]cc(CCNC(=O)c3cccs3)c2c1	-8.1%	-75.4*	4.0%	-1.3%	-3.0%	-5.4%	?	-27.1%	i
COc1ccc(OC2CCN(S(=O)(=O)c3ccc(C(C)=O)cc3)CC2)cc1	-13.5%	0.0	-7.5%	8.5%	1.5%	5.5%	?	5.4%	i
CN(C)c1ccc(NC(=O)Cn2c(SCc3ccc(F)cc3)nc3ccncc32)cc1	-3.5%	.	.	3.3%	.	.	.	-18.0%	i
N/C(=N\OC(=O)c1cc(Br)ccc1Cl)c1ccccn1	0.1%	-9.5	?	-2.2%	-12.8%	-0.8%	?	-13.8%	i
COc1cc(-c2nc(-c3ccc(NC(=O)c4ccc(Br)o4)cc3)no2)cc(OC)c1OC	-37.7%	41.5	16.7%	-20.6%	?	?	5.17µM*	-64.9%	?
Nc1ccc(C(=O)OCc2nc3ccccc3s2)cc1	-19.1%[2.22 µM]	59.3	-14.8%[1.84 µM]	9.7%	0.0%	10.9%	13.6%	-5.1%	?
COC(=O)NNC1=CC(=O)CC(C)(C)C1	.	-5.4	-0.6%	5.8%	5.4%	4.7%	10.5%	1.9%	i
O=[N+]([O-])c1ccccc1/C=N/n1c(COc2ccccc2)n[nH]c1=S	-3.4%	8.0	-8.8%	3.7%	8.0%	3.0%	1.9%	-7.4%	i
Cc1noc(-c2ccc(-c3noc(-c4ccc(F)cc4)n3)cc2)n1	1.9%	.	.	23.4%	.	.	.	-8.8%	i
COC(=O)CNC(=O)/C=C/c1cc(Br)ccc1OC	10.1%	-6.9	?	-5.2%	12.1%	12.5%	-16.3%	0.9%	i
CCc1ccc2c(c1)C(NC(C)=O)C(=O)N2CC (configuration not stated)	6.5%	4.0	-6.1%	?	5.5%	3.3%	9.6%	8.7%	i
COc1ccccc1C(=O)NC(=O)COC(=O)Cc1ccccc1[N+](=O)[O-]	6.2%	15.6	-3.0%	-8.7%	17.6%	5.5%	-2.7%	2.0%	i
COc1ccc(-c2nc3ccccc3s2)cc1NC(=O)c1cc2ccccc2o1	7.0%	.	.	1.4%	.	.	.	-13.1%	i
COc1cc(NC(=O)c2ccc(C(=O)c3ccccc3)cc2)cc(OC)c1OC	-8.9%	-8.8	-0.2%	.	1.3%	7.2%	-0.4%	-9.8%	?
CCS(=O)(=O)N1CCC(C(=O)Nc2cc(Cl)ccc2O)CC1	-1.4%	-0.9	-10.5%	-6.1%	-0.4%	1.1%	3.8%	0.3%	i
Cc1oc(/N=C/c2cccc([N+](=O)[O-])c2)c(C#N)c1C	.	-10.4	-7.0%	0.7%	5.2%	0.1%	4.2%	-0.4%	i
CCN1CCN(C(=O)c2ccc3c(c2)S(=O)(=O)c2ccccc2C3=O)CC1	-18.5%	-9.0	-1.8%	19.0%	-3.9%	1.4%	-1.1%	6.8%	i
COC(=O)c1cc2oc3ccccc3c2n1CC(=O)Nc1ccc(Cl)cc1F	5.2%	.	.	-3.9%	.	.	.	-37.4%	i
CCCCC(CCC(=O)Nc1cccc([N+](=O)[O-])c1)C(=O)O (configuration not stated)	4.4%	7.1	-1.8%	12.7%	12.0%	8.0%	?	-57.7%	i
Cc1ccc(-n2c(O)c(C=Nc3ccccc3-c3n[nH]c(=S)[nH]c3=O)c3ccccc3c2=O)cc1C	-30.9%	14.4	?	-1.5%	?	?	0.5%	-4.1%	?
Cn1cc(C(=O)NCCc2ccc(Cl)cc2)c(=O)c2cc(S(=O)(=O)N3CCCCC3)ccc21	2.5%	.	.	?	.	.	.	-6.4%	i
Oc1ccc(Cl)cc1C1=Nc2ccccc2N=C(c2cccc(Br)c2)C1	4.3%	.	.	-25.8%	.	.	.	-0.5%	i
CC1=C(C(=O)N2CCOCC2)C(c2ccccc2F)C2=C(CC(C)(C)CC2=O)N1 (configuration not stated)	-2.2%	0.9	5.2%	2.3%	8.6%	5.2%	-4.1%	-11.9%	i
CCOC(=O)[C@H]1[C@H]2COc3ccc(OC)cc3[C@@H]2N2C(=O)CN(Cc3ccco3)C(=O)[C@@]12C	3.7%	-17.7	-7.0%	16.7%	26.0%	27.4%	?	2.3%	i
COc1ccc(-c2nnc(SCC(=O)Nc3cc(C)on3)n2N)cc1OC	3.5%	25.2	2.3%	6.0%	11.6%	10.8%	0.5%	-12.2%	i
CCOC(=O)c1ccc(-c2ccc(/C=N/NC(=O)CN(c3ccccc3Cl)S(C)(=O)=O)o2)cc1	?	-8.6	?	?	-13.3%	-5.7%	?	0.2%	i
CC1=NN(C(N)=S)C(=O)C1N=Nc1ccc(C)c(Br)c1 (configuration not stated)	.	12.5	-21.6%	1.8%	-13.1%	-2.0%	-1.6%	-31.9%	?
Cc1cc2nc(C(F)(F)F)[nH]c(=O)n2n1	1.1%	27.0	-4.2%[9.22 µM]	15.0%	13.1%	12.8%	-1.7%	4.6%	i
O=C(NCc1cccs1)c1cnn2cccnc12	13.4%	13.9	-3.7%	4.7%	4.0%	3.3%	-5.5%	5.2%	i
COc1ccc(C(=O)CCC(=O)NCCc2ccccc2F)cc1	-18.4%	2.3	-3.6%	-2.4%	3.4%	1.9%	-10.4%	-1.2%	i
O=C1CC(c2cccs2)c2cc3c(cc2N1)OCCO3 (configuration not stated)	-4.8%	7.0	4.0%	-26.6%	-8.6%	-39.7%	18.4µM*	-14.8%	i
COC(=O)c1c(NC(=O)/C=C/c2ccc(OC)cc2)sc2c1CCC2	7.3%	.	.	1.0%	.	.	.	-4.5%	i
Cc1nccn1CC(=O)N/N=C/c1ccccc1O	-24.6%	119.9	?	-3.8%	-14.6%	-16.1%	?	-11.0%	i
COc1ccc(OCCCn2c(C)nc3cc(C)c(C)cc32)cc1	-10.2%	.	.	2.3%	.	.	.	-55.0%	28.2µM*
Cc1cc(C)cc(NC(=O)CSc2oc(-c3ccco3)nc2S(=O)(=O)c2ccccc2)c1	-18.2%	.	.	5.8%	.	.	.	-8.5%	?
COc1ccc(-c2ccc(-c3noc(-c4cccs4)n3)c(OC)n2)cc1	26.5%	2.5	?	5.9%	1.0%	2.6%	?	-7.2%	i

Random draw from the library, and some 8.9% of all compounds hit somewhere here.
